PKA-R2B activ: PKA-R2B complex activation. PKA-R2B holoenzyme dissociation, Cy5-IP20 fluorescence polarization; R2B truncated from residue 108, S112A mutant; 0% DMSO only, 100% 113 µM cGMP. P22694+P31323. 0.079% of 340,000 active. activation, % at 11.4 µM. AID 504700;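 active = activation above a cutoff set at the mean over all compounds plus 3 SD, cut at about 18% in these data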;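 note: higher means more holoenzyme dissociation and a rise in polarization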
Mot1-301 SUMO: blocks SUMOylation pathway, rescuing yeast Mot1-301 growth; S. cerevisiae Mot1-301 growth rescue, ATP luminescence, 38.5C; percent above DMSO median, 100 means doubled; growth rescue, % at 18.8 µM; 1% of 320,000 active; AID 2716;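 active = every valid replicate shows activation above 250% relative to neutral control wells; inactive = the rest, any valid replicate at or below 250%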;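 note: OY570 slx delta 5 strain wells were the positive control but not used for scaling; some compounds called inactive have numbers as strong as hits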
NSD2 inh: inhibitors of human histone methyltransferase NSD2; NSD2 peptide methylation, AlphaScreen, 120 min; inhibition, % at 12.5 µM; 0.54% of 310,000 active; AID 743445; in the data active = inhibition above about 50%
SR-BI DiI inh: blocks mouse SR-BI lipid uptake from DiI-HDL. ldlA[mSR-BI] CHO cells, DiI-HDL uptake fluorescence, 3 h. AID 488896. 0.96% of 320,000 active. inhibition, % at 12.5 µM. Q61009;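 active = mean replicate inhibition of at least 70% and a set share of replicates each scoring 70 or more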;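 note: 0% = median of neutral control wells and 100% = median of positive control wells; values of inactives mirror those of a sister screen read the other way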
Target sequence (Q61009 whole entry, looked up): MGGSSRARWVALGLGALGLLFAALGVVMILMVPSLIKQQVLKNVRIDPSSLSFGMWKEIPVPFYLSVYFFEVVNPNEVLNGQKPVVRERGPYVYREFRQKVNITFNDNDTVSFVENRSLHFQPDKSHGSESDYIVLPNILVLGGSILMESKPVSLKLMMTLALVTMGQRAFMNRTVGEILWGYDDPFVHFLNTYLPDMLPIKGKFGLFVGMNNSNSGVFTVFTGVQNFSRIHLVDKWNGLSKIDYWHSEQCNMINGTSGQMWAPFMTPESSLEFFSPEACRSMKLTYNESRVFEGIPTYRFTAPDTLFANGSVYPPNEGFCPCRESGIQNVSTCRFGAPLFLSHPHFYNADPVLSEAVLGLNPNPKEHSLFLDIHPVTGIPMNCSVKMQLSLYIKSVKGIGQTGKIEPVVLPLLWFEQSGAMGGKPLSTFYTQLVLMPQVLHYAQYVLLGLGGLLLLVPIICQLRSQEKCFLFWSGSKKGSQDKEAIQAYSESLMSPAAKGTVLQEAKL
DSG3 Ab inh: blocks pemphigus antibody binding to human desmoglein-3 | P32926 | DSG3-coupled beads, scFv-anti-DSG3-GFP binding, flow cytometry; hits give low values | binding (percent of control), % at 10 µM | 0.48% of 310,000 active | AID 588358;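 active = binding more than 3 SD below its plate's average and above zero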;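 note: hits lower antibody fragment binding to DSG3; some compounds called inactive have numbers as strong as hits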
MITF act: activators of MITF-driven TRPM1 promoter activity in SK-MEL-5 cells; AID 588334; activation, % at 12.5 µM; 0.75% of 300,000 active; SK-MEL-5 TRPM1-promoter luciferase, 24 h; % of positive control, neutral wells = 0;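 active = mean activation of at least 80% with every replicate also reaching 80%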;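 note: 0% = neutral control wells and 100% = parthenolide positive control wells; values of inactives mirror those of a sister screen read the other way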
SR-BI DiI-HDL act: activators of SR-BI mediated HDL lipid uptake. 0.096% of 320,000 active. activation, % at 12.5 µM. CHO ldlA[mSR-BI] cells, DiI-HDL uptake fluorescence, 3 h; 100 = double the neutral-control signal;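 active = mean replicate activation of at least 60% and every replicate at or above 60%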;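 note: 0% = median plate neutral-control signal and 100% = twice that signal; values of inactives mirror those of a sister screen read the other way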
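System: LDL receptor-deficient CHO ldlA cells overexpressing murine SR-BI | Timing: 3 h uptake period with compound, 37 °C | Medium: HEPES-buffered (25 mM, pH 7.4) F12 plus 0.5% BSA | Dosing: Single-point compound dose | Signal: Bottom-read fluorescence, 550/595 nm | Read-out: Retained DiI signal reflecting DiI-HDL uptake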
CDK5 inh: blocks human CDK5/p35 kinase activity. Q00535+Q15078. Recombinant CDK5/p35, ADP-Glo luminescence, 60 min. inhibition, % at 10 µM. 0.01% of 330,000 active. AID 488839;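 active = highest replicate inhibition of at least 50% and at least 75% of replicates reaching 50%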;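 note: plate controls were DMSO neutral control for no effect and GW8510 at 10 µM for full effect; many of its hits are not listed in these tables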
Target sequence (Q00535 whole entry, looked up): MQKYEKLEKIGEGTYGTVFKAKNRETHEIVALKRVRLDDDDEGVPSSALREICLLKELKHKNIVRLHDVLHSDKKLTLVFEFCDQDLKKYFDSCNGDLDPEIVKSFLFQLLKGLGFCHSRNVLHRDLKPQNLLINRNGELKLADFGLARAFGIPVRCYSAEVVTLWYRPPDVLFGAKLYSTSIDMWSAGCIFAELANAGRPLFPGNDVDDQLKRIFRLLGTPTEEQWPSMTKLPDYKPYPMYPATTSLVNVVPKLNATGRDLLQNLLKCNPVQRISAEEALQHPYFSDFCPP
Target sequence (Q15078 whole entry, looked up): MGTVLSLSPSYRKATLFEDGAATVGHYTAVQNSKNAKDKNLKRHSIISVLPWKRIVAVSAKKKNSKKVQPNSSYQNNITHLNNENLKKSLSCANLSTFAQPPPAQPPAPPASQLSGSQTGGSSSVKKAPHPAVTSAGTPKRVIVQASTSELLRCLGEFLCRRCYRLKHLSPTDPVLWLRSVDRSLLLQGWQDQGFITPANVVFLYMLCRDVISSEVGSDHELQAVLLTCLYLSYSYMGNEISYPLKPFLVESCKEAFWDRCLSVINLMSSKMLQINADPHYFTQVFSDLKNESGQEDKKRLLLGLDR
dFosB act: enhances mouse delta FosB homodimer DNA binding; purified delta FosB, TAMRA-CDK5 oligo fluorescence polarization; percent of positive-control signal above neutral wells; activation, % at 25 µM; 0.99% of 340,000 active;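 active = mean activation above about 17%, with every replicate also reaching it, limit read from the data, passing the limit was not always enough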;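 note: fluorescence polarization rise as delta FosB binds a TAMRA Cdk5 AP-1 oligo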
Arr AP2 block: blocks beta-arrestin peptide binding to AP2 adaptin | 0.31% of 340,000 active | AID 504490 | inhibition, % at 10 µM | FITC-arrestin peptide / GST-AP2 beads, flow cytometry; AP2 beta2 appendage carries R879A mutation;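 active = inhibition above a set limit, near 3 SD of compounds lacking own fluorescence, cut at about 54% in these data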;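 note: plate controls were DMSO wells for no effect and 5 µM unlabelled arrestin peptide for full effect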
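Material – AP2 appendage R879A on GSH beads · Buffer or medium – PBS with 0.05% Tween 20 and 0.1% BSA · Probe or stimulus – fluorescein-tagged arrestin peptide at 50 nM final · Incubation – compound with beads 12 min RT, then probe 1 h RT · Detection – high-throughput flow cytometry of beads, ex 488, em 535 nm · Evaluation – percent response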
PKA-R1A activ: PKA-R1A complex activation | P00514+P68181 | PKA-R1A dissociation, Cy5-IP20 fluorescence polarization; scaled: DMSO 0%, 113 µM cGMP 100% | activation, % at 11.4 µM | 0.083% of 340,000 active;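 active = percent activation above the mean of all tested compounds plus 3 SD, cut at about 19% in these data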;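 note: higher means more PKAc released from R1A so a rise in polarization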
* marks the source's active call; other numbers are inactive results; i = inactive; nt = not tested or not shown; & = joins results of further samples. Compounds as they come; about 4.7% have a hit in one of these screens.

SMILES	PKA-R2B activ	Mot1-301 SUMO	NSD2 inh	SR-BI DiI inh	DSG3 Ab inh	MITF act	SR-BI DiI-HDL act	CDK5 inh	dFosB act	Arr AP2 block	PKA-R1A activ
COc1cc(OC)cc(C(=O)NNC(=O)CCC(=O)c2cccs2)c1	2	-16	-1	-2	106	-4	2	-1.4	-5	13	-1
COC(=O)c1ccc(NS(=O)(=O)c2ccc(SC)cc2)cc1	-16	23	-5	15	95	12	-15	-1.0	-11	-5	-10
COc1ccc(S(=O)(=O)N(C)CC(=O)N2CCCC2)cc1Cl	-10	14	-2	-8	101	2	8	-0.1	6	27	-9
COCCOCC(O)CN1CCN(c2ccc(C)cc2)CC1 (centres undefined)	5	6	1	-22	94	1	22	1.1	0	-7	3
CCOc1cccc(C2C(C#N)=C(N)Oc3cc(C)[nH]c(=O)c32)c1OCC (centres undefined)	1	-4	8	nt	99	-4	nt	1.3	-6	-2	2
COc1ccc(C)cc1S(=O)(=O)N(C)CC(=O)N1CCC(C)CC1	-5	21	2	10	101	-2	-10	2.7	-4	-1	-3
COc1cccc(NC(=O)Nc2ccc3c(c2)nc(C)n3C)c1	-4	-31	0	-10	104	-8	10	3.3	-4	-2	-7
COc1ccc(/C=C2\CCCC3C2=NN(C(=O)c2scnc2C)C3c2ccc(OC)c(OC)c2)cc1OC (centres undefined)	2	0	0	29	99	-13	-29	-0.7	-7	5	7
Cc1cc(C(F)(F)F)nn1Cc1ccc(C(=O)NCc2ccco2)o1	-13	2	0	5	88	-6	-5	0.2	2	-8	5
COc1ccccc1C1(CC(=O)O)CCOC(C(C)C)C1 (centres undefined)	-1	61	1	nt	98	-9	nt	-0.6	-1	9	-10

Some of these compounds in order of formula weight, falling.
SMILES	PKA-R2B activ	Mot1-301 SUMO	NSD2 inh	SR-BI DiI inh	DSG3 Ab inh	MITF act	SR-BI DiI-HDL act	CDK5 inh	dFosB act	Arr AP2 block	PKA-R1A activ
COc1ccc(/C=C2\CCCC3C2=NN(C(=O)c2scnc2C)C3c2ccc(OC)c(OC)c2)cc1OC (centres undefined)	2	0	0	29	99	-13	-29	-0.7	-7	5	7
COc1cccc(NC(=O)Nc2ccc3c(c2)nc(C)n3C)c1	-4	-31	0	-10	104	-8	10	3.3	-4	-2	-7
COc1ccccc1C1(CC(=O)O)CCOC(C(C)C)C1 (centres undefined)	-1	61	1	nt	98	-9	nt	-0.6	-1	9	-10

Going on with the list.
SMILES	PKA-R2B activ	Mot1-301 SUMO	NSD2 inh	SR-BI DiI inh	DSG3 Ab inh	MITF act	SR-BI DiI-HDL act	CDK5 inh	dFosB act	Arr AP2 block	PKA-R1A activ
O=C(CSc1nnc(NC2CC2)s1)Nc1ccc(N2CCOCC2)cc1	-1	118	2	-27	108	1	27	-0.6	0	9	-2
CC1CCN(CCCNC(=O)c2ccc(CS(=O)(=O)Cc3ccccc3F)o2)CC1	12	nt	1	nt	112	8	nt	-1.0	5	1	-4
Cc1ccc([N+](=O)[O-])cc1N=Cc1ccc(Br)s1	-4	13	0	-37	111	-9	37	-1.5	-5	-6	9
Cc1cc(Nc2cccc(F)c2)n2ncnc2n1	9	i	nt	-2	109	5	2	5.3	6	1	-2
CC(C)CC1NC(=O)N(CC(=O)Nc2ccc(-c3ccccc3)cc2)C1=O (centres undefined)	-13	-14	0	32	104	27	-32	1.1	-1	0	-3
Cc1ccc(CCNS(=O)(=O)c2cc3c(cc2C)n(C)c(=O)c(=O)n3C)cc1	2	nt	nt	-27	110	-3	27	-0.1	1	8	-7
C=CCn1c(CSCc2ccc(Cl)cc2)nnc1SCC(=O)NCc1ccccc1	2	-17	2	14	108	3	nt	0.6	-5	26	-9
Cc1ccc2sc(-c3ccc(NC(=O)c4cc(-n5cnnc5)ccc4Cl)cc3)nc2c1	-12	-17	-1	62	96	35	-62	-1.4	-2	-4	-12
CC(NC(=O)CCn1ccc2cc(S(=O)(=O)N3CCCC3)ccc21)c1ccccc1 (centres undefined)	-2	-28	-6	22	105	3	-22	1.0	-8	2	-16
COc1ccc(CC(=O)OC(C)C(=O)NC2CCCCC2C)cc1 (centres undefined)	-9	nt	6	-12	101	-3	12	-0.9	3	-8	-16
COc1ccc(C(CNC(=O)c2ccco2)N2CCCC2)cc1 (centres undefined)	11	-19	0	-19	nt	53	19	-3.4	-6	4	7
Cc1cc(N=CC2=C(O)CC(C)(C)CC2=O)no1	6	-1	4	-11	107	-7	11	1.3	-1	1	-3
C[n+]1ccc(/C=N/Nc2nc(Cl)c(C#N)c(Cl)c2Cl)cc1	-2	-25	17	-2	113	-3	2	5.9	-2	6	2
Cc1cc(=O)oc2cc(OCC(=O)NCc3cccnc3)ccc12	0	0	0	-25	90	-1	25	0.0	-4	14	-2
Cc1ccccc1NC(=O)NC1(C(=O)N2CCN(C)CC2)CCCCC1	4	-7	-2	nt	nt	2	nt	-0.9	-9	-12	4
C/C(=C/C(=O)NCc1ccccc1)C(=O)O	5	2	-5	-19	103	15	19	-3.8	0	3	3
Cc1nc2ccc(Cl)cc2[nH]1	0	nt	2	-17	113	-4	17	0.6	-4	2	-14
COc1cccc(C(=O)NCC(=O)N/N=C/c2cccs2)c1	-5	10	-1	-8	86	-4	8	-1.8	-7	-8	-6
Cc1ccc(Nc2nc(N)c3ccccc3n2)cc1Cl	2	-16	-2	-5	102	nt	5	4.8	28*	-4	-3
O=[N+]([O-])c1cccc(/C=N/NC2=NCCCCC2)c1	-11	61	-3	-29	87	46	29	-2.2	7	3	-5
O=C(COC(=O)Cc1ccsc1)Nc1ccc(Cl)cn1	-3	-17	0	-26	116	6	26	5.4	-8	-9	2
COc1ccccc1OCC(=O)NCc1n[nH]c(=O)c2ccccc12	-1	-11	2	4	98	0	-4	0.4	-6	-8	-2
Cc1nn(C)c(C(=O)NNC(=S)NCC(C)C)c1Cl	1	3	1	13	124	4	-13	-0.3	-6	-27	-8
COc1ccccc1CNC(=O)C(C)Sc1ccc(C)cc1 (centres undefined)	0	416*	-3	5	101	-2	-5	-0.4	-5	14	-6
CSc1ccc(/C=C(/Sc2nnc(-c3ccccc3)o2)C(=O)O)cc1	nt	1	-1	-19	nt	-1	19	0.1	3	46	nt
Cc1ncc([N+](=O)[O-])n1CC(=O)Nc1ccc(OC(F)(F)Cl)cc1	7	-9	0	-10	101	-9	10	-0.9	2	32	5
Nc1nonc1C(=O)N/N=C/c1cc2c(cc1Br)OCO2	9	12	-2	32	nt	3	-32	3.0	14	-9	-8
CC(=O)c1cccc(NC(=O)CSc2nc3ccccc3c(=O)n2CCCN2CCOCC2)c1	5	17	2	8	96	-3	-8	1.1	-17	-4	-6
CC12CCC(=O)N1C(C(=O)NCCc1ccc(F)cc1)CS2 (centres undefined)	9	-8	30	-6	106	-1	6	-1.8	4	1	-3
O=C1OC(c2ccccc2)=C/C1=C/N1CCCCC1	-1	351	0	23	99	105*	-23	0.4	-9	-1	-4
O=C(CSc1nnc(NC(=O)C2CC2)s1)Nc1ccccc1Cl	-6	-9	-1	-5	nt	-2	5	1.8	9	10	4
COc1cccc(C(=O)NCC(c2ccco2)N2CCOCC2)c1 (centres undefined)	-11	-17	-2	-5	99	0	5	-6.2	-8	-3	-10
Cc1cc(NC(=O)c2cc(-c3ccccc3C)nc3ccccc23)no1	3	6	0	45	97	-19	-45	-0.8	1	4	-16
Cc1cc(C)nc(SC(C)C(=O)Nc2ccc(S(N)(=O)=O)cc2)n1 (centres undefined)	-13	-15	-8	-16	98	-15	16	-5.6	-1	2	-4
CN(C(=O)COC(=O)CCc1c[nH]c2ccccc12)C(c1ccccc1)c1ccccc1	-8	-4	-3	-4	90	1	4	nt	-2	2	-23
CCOC(=O)/C(=N\Nc1cc(Cl)ccc1Cl)N1CCN(CC)CC1	-12	4	6	7	105	17	-7	0.3	0	4	-12
COc1cc(C2C(C#N)=C(N)N(N(C)C)C3=C2C(=O)CC(C)(C)C3)ccc1O (centres undefined)	6	39	-3	-15	105	nt	15	-0.5	1	8	-1
Cc1cccc(C)c1NC(=O)CS(=O)CC(=O)NC1CCCc2ccccc21 (centres undefined)	2	-5	2	21	107	nt	-21	0.5	3	6	-7
COc1ccccc1C(=O)NC(=O)CSc1nc(C)cs1	-14	-1	-1	-26	101	7	26	4.6	-9	29	-5
CC1CCC2(CC1)NC(=O)N(CC(=O)NCCc1ccccc1)C2=O (centres undefined)	-2	-10	-1	-4	97	22	4	12	-8	8	2
CC(C)(C)c1csc(NC(=O)Cc2cccs2)n1	-20	134	1	-10	125	15	10	2.9	-7	20	-3
C=CCn1c(C(c2ccccc2)c2ccccc2)n[nH]c1=S	-1	2	-2	-11	100	-8	11	1.2	0	-11	-7
COc1ccc(CCNC(=O)CCn2c(=O)oc3ccccc32)cc1OC	2	12	nt	-8	97	nt	8	0.9	-1	-5	-8
CC(=O)c1ccc(NC(=O)CS(=O)(=O)c2cn(CC(=O)N3CCOCC3)c3ccccc23)cc1	-1	27	-2	9	105	13	-9	-0.8	-2	-3	-11
Cc1ccc(Cl)cc1NC1=C/C(=N\S(=O)(=O)c2cccs2)c2ccccc2C1=O	-3&-4	-39	14	41&45	107&93	-89	-41&-45	2.9&3.7	-12&-14	3&-4	2&-15
COc1ccccc1N1CCN(C(=O)C2CCN(S(=O)(=O)c3ccc4c(c3)CC(C)N4C(=O)C3CC3)CC2)CC1 (centres undefined)	9	7	-1	27	101	-19	-27	-1.0	-8	49	-4
CN(Cc1ccccc1)C(=O)C1CCCN(c2ncnc3c2nc2n3CCCCC2)C1 (centres undefined)	-4	8	1	-29	nt	2	29	-1.6	-7	7	-1
COc1ccccc1C(=O)Nc1ccc(C(=O)O)cc1	4	12	3	-11	103	nt	11	0.3	-9	1	-6
CCOc1cc(/C=N\Nc2nc(Nc3ccccc3)nc(N3CCOCC3)n2)ccc1OC(=O)c1ccco1	-6	90	-3	34	91	69	-34	-0.6	48*	1	5
OCCCNc1nc(-c2ccccc2)nc2c1oc1ccccc12	0	392	-3	8	nt	-16	-8	1.3	-27	12	-2
CCn1ncc(CN2CCCC(C(=O)c3cccc(OC(C)C)c3)C2)c1C (centres undefined)	0	172	0	-2	84	-9	2	0.2	1	41	4
C/C(CC(C)C)=N/Nc1ccc([N+](=O)[O-])cc1[N+](=O)[O-]	-4	1	7	28	100	nt	-28	0.2	-1	-8	2
